Rac1 act GTP bind – human Rac1 activated mutant GTP binding change. GST-Rac1 activated beads, fluorescent GTP binding, flow cytometry; actives lie on both sides; 100% means binding = to untreated wells. actives 0.11% (n = 190,000). AID 764. percent activity (GTP binding), % at 10 µM;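 active = GTP binding at least 20 percentage points away from the 100% baseline, in either direction, so actives lie on both sides; inconclusive = Compound likely fluorescent itself, or too few beads counted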
Rab7 wt GTP bind – alters GTP binding to wildtype dog Rab7 | GTP binding activity (percent of control), % at 10 µM | GST-Rab7 beads, fluorescent GTP binding, flow cytometry; actives lie on both sides; untreated = 100%, excess cold GTP = 0% | AID 758 | actives 0.055% (n = 190,000);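 active = fluorescent GTP binding to Rab7 beads changed by at least 20 points from the 100% baseline, either direction, mostly lower; inconclusive = compound itself probably fluorescent, or too few beads counted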;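 note: median green fluorescence of bound Bodipy-FL-GTP per Rab7 bead population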
HRas wt GTP – human HRas wildtype GTP binding, change in either direction; P01112; GST-Ras wt beads, Bodipy-FL-GTP binding, flow cytometry; actives lie on both sides; GTP binding activity, % at 10 µM; actives 0.14% (n = 190,000); AID 759;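 active = GTP binding activity at least 20% away from the 100% baseline, either lowered as inhibitor or raised as activator; inconclusive = flagged as likely green fluorescent, judged across all proteins in the well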;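 note: 0% = unlabeled GTP competition control and 100% = no-compound control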
Target sequence (P01112 whole entry, looked up): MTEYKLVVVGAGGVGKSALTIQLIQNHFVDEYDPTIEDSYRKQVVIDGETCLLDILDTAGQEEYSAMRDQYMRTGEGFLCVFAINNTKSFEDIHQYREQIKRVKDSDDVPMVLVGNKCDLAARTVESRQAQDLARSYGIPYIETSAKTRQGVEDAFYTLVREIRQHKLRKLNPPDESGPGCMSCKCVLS
Mcl1 Noxa PPI – disrupts binding of human Mcl-1 to Noxa peptide. TR-FRET Mcl-1/Noxa peptide binding, 2 h. AID 1022. Q07820. inhibition, % at 21.7 µM. actives 1.5% (n = 220,000);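 active = compounds that cut the protein-peptide binding signal by more than 50% relative to plate controls in a single-dose test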;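 note: His-tagged Mcl-1 with rhodamine Noxa BH3 peptide and terbium anti-His antibody; 0% = Mcl-1 plus Noxa peptide wells and 100% = peptide-only wells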
Target sequence (Q07820 whole entry, looked up): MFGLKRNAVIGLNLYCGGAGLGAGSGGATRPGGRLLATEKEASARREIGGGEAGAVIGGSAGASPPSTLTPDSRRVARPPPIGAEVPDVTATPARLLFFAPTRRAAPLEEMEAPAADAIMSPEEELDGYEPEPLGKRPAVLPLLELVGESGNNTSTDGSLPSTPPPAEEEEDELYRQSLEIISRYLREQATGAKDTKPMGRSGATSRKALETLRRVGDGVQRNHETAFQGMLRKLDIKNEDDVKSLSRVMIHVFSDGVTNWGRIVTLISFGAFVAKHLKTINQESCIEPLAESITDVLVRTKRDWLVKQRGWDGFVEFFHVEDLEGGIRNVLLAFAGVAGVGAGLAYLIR
Pf gametocyte – kills late stage P. falciparum gametocytes; P. falciparum stage V gametocytes, ATP luminescence, 24 h; inhibition, % at 10.9 µM; actives 0.065% (n = 150,000); AID 743093;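 active = inhibition above the mean plus 3 SD of compounds within the control limits, set per campaign, cut at about 38% in these data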;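 note: 0% = DMSO wells and 100% = medium only without gametocytes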
Avidin bead fluor – compound fluoresces at 488/530 nm on avidin beads; compound fluorescence 488/530 nm, flow cytometry; hits give high values; fluorescence (KMESF) at 10 µM; actives 0.38% (n = 220,000); AID 1775; in the data active = fluorescence above about 47; note: inactives centre near 10
Rab2A wt mod – changes GTP binding to wildtype dog Rab2A, up or down. P61105. GST-Rab2 wt beads, Bodipy-GTP binding, flow cytometry. GTP binding activity, % at 10 µM. actives 0.19% (n = 190,000). AID 760;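 active = GTP binding activity at least 20 points away from 100%, either lowered or raised; inconclusive = signal likely due to the compound's own green fluorescence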;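 note: 0% = beads with excess unlabeled GTP and 100% = no-compound control corrected for plate trend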
GSH fluor – GSH bead compound fluorescence profile | GSH beads flow cytometry, compound fluorescence 488/530 nm; hits give high values | fluorescence (KMESF) at 10 µM | actives 0.25% (n = 190,000) | AID 1776; in the data active = fluorescence above about 89;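 note: glutathione beads carrying GST-tagged Bcl family fusion proteins plus one bare bead set; values are compound well signal with DMSO vehicle wells as background; inactives centre near 16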
Rac1 wt modul – human Rac1 wildtype GTP binding, inhibitors and activators; actives 0.27% (n = 190,000); GST-Rac1 beads, fluorescent GTP binding, flow cytometry; actives lie on both sides; 0 = cold GTP competed, 100 = untreated; P63000; GTP binding activity (% of control), % at 10 µM;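 active = GTP binding activity at least 20 points away from the 100% control level, either lower or higher; inconclusive = compound flagged as likely green fluorescent, judged across all proteins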
Cdc42 wt GTP – human Cdc42 wildtype GTP binding change, either direction; percent activity (GTP binding), % at 10 µM; P60953; GST-Cdc42 beads, Bodipy-GTP binding, flow cytometry; actives lie on both sides; AID 761; actives 0.2% (n = 190,000);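 active = percent activity GTP binding at least 20 points away from the 100% baseline, either down as inhibitor or up as activator; inconclusive = compound flagged as likely green fluorescent from well-wide comparison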;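 note: median bead fluorescence of bound Bodipy-FL-GTP at 100 nM; 0% = excess unlabeled GTP control and 100% = no compound control; below 100% means less GTP binding so inhibitor and above means activator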
Target sequence (P60953 whole entry, looked up): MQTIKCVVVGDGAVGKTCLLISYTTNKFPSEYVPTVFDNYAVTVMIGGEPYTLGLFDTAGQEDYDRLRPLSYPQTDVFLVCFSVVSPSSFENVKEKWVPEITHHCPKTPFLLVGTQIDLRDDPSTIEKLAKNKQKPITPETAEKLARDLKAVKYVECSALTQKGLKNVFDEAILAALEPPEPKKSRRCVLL
Mcl1-Bid inh – disrupts binding of human Mcl-1 to Bid peptide. Q07820. TR-FRET Mcl-1/Bid-Dy647 peptide binding, 1536-well. inhibition, % at 21.7 µM. actives 0.97% (n = 220,000). AID 1021;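 active = compounds that cut the binding signal by more than half at the single screening dose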;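 note: His-tagged Mcl-1 with europium anti-His antibody binding Bid BH3 peptide; 0% = Mcl-1 plus peptide wells and 100% = peptide-only wells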
An asterisk follows results filed as active; ? = inconclusive; · = not tested or not shown.

SMILES	Rac1 act GTP bind	Rab7 wt GTP bind	HRas wt GTP	Mcl1 Noxa PPI	Pf gametocyte	Avidin bead fluor	Rab2A wt mod	GSH fluor	Rac1 wt modul	Cdc42 wt GTP	Mcl1-Bid inh
CCOc1ccc(CNC(=S)N/N=C/c2ccc(OC)c(OC)c2)cc1	94	96	97	-43	-20	6	96	16	97	94	-73
Cc1noc(/C=C/N(C)C)c1S(=O)(=O)N1CCCC(C(=O)N2CCCCC2)C1 (centres undefined)	101	101	103	6	·	7	99	22	105	99	-23
O=C(COC(=O)Cc1ccc(Cl)cc1)Nc1ccccc1-c1ccccc1	96	100	99	1	-12	23	99	11	101	98	7
O=C(CSC1=NCCN1)Nc1ccccc1[N+](=O)[O-]	98	99	98	11	6	10	98	11	102	100	-22
COc1ccc(N2C(=O)C(Cl)=C(N3CCCC(C)C3)C2=O)cc1 (centres undefined)	99	100	99	28	17	11	101	23	99	99	-31
CCNC(=S)N1C2CCC1CC(NC(=O)Nc1ccc(C(=O)OCC)cc1)C2 (centres undefined)	93	107	98	11	-16	20	98	9	93	94	-17
COc1ccc(N(C(=O)c2ccco2)C(C(=O)NC2CCCC2)c2ccc(N(C)C)cc2)cc1 (centres undefined)	99	99	99	17	·	13	97	37	103	103	-29
COc1ccc(-n2nnnc2SCC(=O)Nc2ccc3c(c2)OCCO3)cc1OC	96	103	101	34	12	12	100	7	102	99	-65
O=C(CCn1nnc2ccccc21)Nc1nnc(COc2ccc(F)cc2)s1	96	94	97	-13	-7	2	96	55	95	95	-11
CN(C)S(=O)(=O)c1ccc(C(=O)OCC(=O)Nc2sc3c(c2C#N)CCCCC3)cc1	96	99	95	-17	·	7	95	11	97	95	-6
O=C(CCCCCn1c(=S)[nH]c2ccc(N3CCOCC3)cc2c1=O)NCc1cccc(Cl)c1	?	?	?	9	·	7	?	14	?	?	-16
O=C(CCSc1ccccc1)NCCSCc1ccco1	100	101	102	18	·	13	103	11	104	105	-25
N#CC1(C#N)C2=C(CCCC2)NC(c2ccccc2)C1(C#N)C#N (centres undefined)	100	100	100	13	·	7	100	6	105	101	-60
C/C(CC(=O)NC12CC3CC(CC(C3)C1)C2)=N\NC(=O)c1ccc(C)cc1	95	97	94	-11	11	11	95	12	99	93	-36
CCc1nnc(NS(=O)(=O)c2ccc(NC(=O)/C=C/c3ccc(F)cc3)cc2)s1	87	89	90	10	14	21	89	9	91	88	-8
CC(=O)c1cccc(NC(=O)c2c(C)nn(-c3ccccc3)c2Cl)c1	95	102	98	24	9	22	100	11	97	97	-2
N#CC1=C(N)Oc2n[nH]c(-c3ccccc3)c2C1c1cccc(OC(=O)N2CCOCC2)c1 (centres undefined)	96	95	96	4	-2	27	98	21	99	98	-18
COc1ccc(-c2nc3ccccc3n2OCC(=O)O)cc1	94	96	97	19	22	8	96	14	98	97	-3
CC(C)(C)c1cnnn1-c1ccc(/C=N/Nc2ccc([N+](=O)[O-])cc2)cc1	101	96	101	5	·	6	103	22	107	101	-6
CS(=O)(=O)NCC(c1cccnc1)N1CCN(c2ccc(F)cc2)CC1 (centres undefined)	97	99	100	1	·	6	101	61	99	97	-26
COc1ccc2nc(/C(C#N)=C\c3ccc(C(=O)O)cc3)[nH]c2c1	85	96	86	29	-17	3	86	6	77*	78*	-20
CCOc1ccc(-c2nc3n(c(=O)c2C#N)CCS3)cc1	92	99	95	-10	·	12	96	10	96	93	-41
CCN(CC)C(=O)/C(=C/c1ccc2c(c1)OCO2)NC(=O)c1ccc(Br)cc1	101	99	102	3	·	12	101	14	105	104	-5
COCCCNC(=O)CNC(=O)c1cn(-c2ccccc2OC)c(=O)c2ccccc12	99	103	102	-29	-13	11	102	10	105	101	-34
CCC(=O)Nc1c(C)ccc2nsnc12	98	104	96	4	·	32	97	27	102	102	-16
COc1ccc(CCNC(=O)C(=O)Nc2ccc3c(c2)OCO3)cc1OC	101	105	105	12	1	12	103	15	108	101	-7
Cc1ccc(Cl)cc1NC(=O)C1CCCCC1C(=O)O (centres undefined)	91	97	95	7	12	11	95	12	95	94	-15
Cc1cc(/C=N/n2cnnc2)c(C)n1-c1ccc(OCc2ccccc2F)cc1	99	101	100	19	12	12	100	28	111	102	-23
C#CCN1C(=O)S/C(=C\c2ccc(N3CCOCC3)cc2C)C1=O	96	101	100	-5	-21	10	98	18	101	95	-6
CCCCn1c(N)c(NCCC)c(=O)[nH]c1=O	102	99	103	0	-3	3	100	8	104	100	-73
Cc1nnc(NC(=O)CSc2nnc(C)n2Cc2ccccc2)s1	99	96	97	4	11	3	100	14	106	98	-9
c1ccc2c(N3CCOCC3)nc(-c3ccncc3)nc2c1	100	99	101	7	5	36	101	10	104	102	12
CCc1ccc(Nc2nnc(SCC(=O)Nc3sccc3C(N)=O)s2)cc1	99	96	95	53*	·	13	93	9	97	94	-18
CSc1ccc(NC(=O)c2cccnc2)cc1C#N	95	96	93	21	-5	9	96	18	100	94	44
C#Cc1ccc([C@H]2C=C(C(=O)N3CCN(Cc4ccc5c(c4)OCO5)CC3)O[C@@H](OCC)[C@@H]2CCCO)cc1	92	100	95	-12	·	5	96	20	95	93	2
O=C(Nc1ccccc1N1CCOCC1)c1ccc2nc[nH]c2c1	96	96	98	4	·	11	95	15	102	96	-40
O=C(O)c1cc(C(=O)O)cc(-c2ccc(/C=c3/sc4nc5ccccc5n4c3=O)o2)c1	80	92	82	54*	·	8	79*	10	81	80	-32
COC(=O)c1ccc(C(=O)OC)c(NC(=S)N2CCN(c3cc(Cl)ccc3C)CC2)c1	100	101	99	5	8	3	98	11	102	97	-24
COc1ccc(NC(=O)CN(c2cc(C)cc(C)c2)S(=O)(=O)c2c(C)n[nH]c2C)cc1	102	102	101	9	·	6	104	15	106	105	-15
O=C(OCc1ccc(Cl)cc1Cl)c1ccncc1	91	93	94	20	·	9	92	40	91	94	3
O=[N+]([O-])c1ccccc1OCCOCCOc1cccc2cccnc12	100	104	103	29	·	16	101	17	103	102	43
CCOC(=O)C1(Cc2ccccc2)CCN(Cc2cccc(OC)c2O)CC1	97	110	105	-1	-4	9	100	28	105	98	-46
Cc1ccc2c(c1)C(c1ccccc1)N(C(=O)c1ccc(S(=O)(=O)N3CCOCC3)cc1)CC(=O)N2 (centres undefined)	101	101	100	22	·	15	99	11	103	101	-3
CCCCCOCC1CC(C/C(C)=N/NC(N)=S)C(=O)O1 (centres undefined)	99	100	102	25	3	3	100	13	103	99	-91
CCCCNC(=O)CC1N=C2c3ccccc3N=C(SCC(=O)Nc3cccc(C)c3)N2C1=O (centres undefined)	96	101	99	-13	·	8	97	7	101	98	-29
N#CC(C(=O)Nc1ccc(Cl)c(Cl)c1)=C1Nc2ccccc2N1	97	100	99	73*	·	50*	100	26	103	98	53*
Cc1ccc2c(C)nc(Nc3nc(CSc4nnnn4-c4ccccc4)cc(=O)[nH]3)nc2c1	96	97	97	14	·	9	98	22	97	100	15
Cc1nn(C)cc1CNC(=O)c1cnn2c1NC(c1ccc(Br)cc1)CC2C(F)(F)F (centres undefined)	99	95	99	1	·	34	99	26	104	102	11
COc1ccc(/C=C(\NC(=O)c2ccccc2)C(=O)NCCC(=O)O)cc1	96	101	99	5	·	10	97	20	100	95	-21
Cc1ccc(CN2CCN(CC(=O)NC(C)c3ccc4c(c3)OCCO4)C2=O)cc1 (centres undefined)	100	98	99	-8	·	7	100	28	102	99	-16
CCN(CC)S(=O)(=O)c1ccc2oc(C(=O)NCCCN3CCOCC3)c(C)c2c1	98	105	102	16	·	17	104	12	102	102	-29
CCOC(=O)N1CCC(NC(=O)c2cc(C(=O)Nc3cccc(C(F)(F)F)c3)ccc2CO)CC1	95	102	97	6	·	20	99	8	94	100	-13
Cc1onc(-c2ccccc2)c1C(=O)Nc1ccccc1C#N	100	100	103	10	·	15	103	13	109	107	1
COc1ccc(C(=O)NC2CCN(C(=S)Nc3ccc(C)c(C)c3)CC2)cc1	97	100	99	11	0	5	98	10	104	100	-10
CCOc1ccc(C(=O)Nc2ccc(-c3cc4ccccc4oc3=O)c(C)c2)cc1[N+](=O)[O-]	100	100	100	13	14	12	99	·	106	101	-19
CC(=O)Nc1ccc(Oc2cc(N)cc([N+](=O)[O-])c2)cc1	95	97	95	11	7	9	97	18	97	95	-34
Cc1nnc(NC(=O)CSc2ccc3nnc(-c4ccccn4)n3n2)s1	94	104	97	2	-2	24	93	10	98	92	-3
CC(C)OCCCNS(=O)(=O)c1ccc2ccccc2c1	100	103	105	-7	-1	7	101	42	107	103	-17
Nc1c(Cl)ncnc1N1CCOCC1	99	104	102	14	·	11	102	35	105	98	-17
S=c1nc(-c2ccc(Br)cc2)oc2c1CCCC2	95	99	97	-33	·	21	93	23	102	98	-92
Going on with the list:
SMILES	Rac1 act GTP bind	Rab7 wt GTP bind	HRas wt GTP	Mcl1 Noxa PPI	Pf gametocyte	Avidin bead fluor	Rab2A wt mod	GSH fluor	Rac1 wt modul	Cdc42 wt GTP	Mcl1-Bid inh
O=C(c1ccc(F)cc1)C1CCN(C(=O)Nc2ccc(F)cc2)CC1	100	104	104	-2	·	39	103	12	106	107	-4
Cc1ccc(S(=O)(=O)/C(C#N)=C/c2c(Oc3ccc(Cl)cc3)nc3c(C)cccn3c2=O)cc1	97	103	100	8	·	5	100	11	103	98	-13
CCN1CCN(Cc2ccc(NC(=O)Nc3cccs3)cc2)CC1	100	102	102	10	·	37	101	23	102	102	-28
Cc1ccc(C)c(C(=O)CSc2n[nH]c(C)n2)c1	100	98	100	0	5	13	101	26	107	102	0
Cc1ccc(NC(=O)C(=O)NCCOc2ccc(Cl)cc2)c(C)c1	95	98	96	17	-2	12	95	13	96	98	1
CCOC(=O)C1(C)C=C(Nc2ccc(OC)cc2)C(=O)N1c1ccc(OC)cc1 (centres undefined)	100	101	101	-8	3	11	100	20	103	103	-15
C=CCC(C#Cc1ccccc1)[N+](C)(C)CC=C (centres undefined)	101	99	101	4	9	10	100	23	102	103	10
Cc1cccc(-n2c(N)cc(=O)nc2SC(C)C(=O)NC2CCCCC2)c1 (centres undefined)	99	99	101	14	·	8	102	22	99	100	-21
Cc1nc(N2CCN(C)CC2)c2sc(=S)n(-c3ccccc3)c2n1	100	99	102	-1	·	27	100	15	105	104	-9
COC(=O)c1ccc(NC(=S)NC2CC(C)(C)NC(C)(C)C2)cc1	98	97	102	8	11	4	98	9	105	103	-9
COC(=O)c1c(-c2ccc(C)cc2)csc1NC(=S)NC(=O)c1cc(OC)cc(OC)c1	97	100	99	5	·	5	97	16	104	102	-11

Compound activity deposited in PubChem by several laboratories.
